Bioassay records: PubChem, The Scripps Research Institute Molecular Screening Center
AHR activator: AHR activators, primary screen, cell-based, luminescence, luciferase reporter, human. Aryl hydrocarbon receptor (Homo sapiens), P35869. AHR-responsive luciferase reporter cells. activation, % at 5 µM. hit rate 2.5% among 320,000. AID 2796, 2010; in the data active means activation above about 47%;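 further: 0% = vehicle wells and 100% = reference agonist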
Target sequence (P35869 whole entry, looked up): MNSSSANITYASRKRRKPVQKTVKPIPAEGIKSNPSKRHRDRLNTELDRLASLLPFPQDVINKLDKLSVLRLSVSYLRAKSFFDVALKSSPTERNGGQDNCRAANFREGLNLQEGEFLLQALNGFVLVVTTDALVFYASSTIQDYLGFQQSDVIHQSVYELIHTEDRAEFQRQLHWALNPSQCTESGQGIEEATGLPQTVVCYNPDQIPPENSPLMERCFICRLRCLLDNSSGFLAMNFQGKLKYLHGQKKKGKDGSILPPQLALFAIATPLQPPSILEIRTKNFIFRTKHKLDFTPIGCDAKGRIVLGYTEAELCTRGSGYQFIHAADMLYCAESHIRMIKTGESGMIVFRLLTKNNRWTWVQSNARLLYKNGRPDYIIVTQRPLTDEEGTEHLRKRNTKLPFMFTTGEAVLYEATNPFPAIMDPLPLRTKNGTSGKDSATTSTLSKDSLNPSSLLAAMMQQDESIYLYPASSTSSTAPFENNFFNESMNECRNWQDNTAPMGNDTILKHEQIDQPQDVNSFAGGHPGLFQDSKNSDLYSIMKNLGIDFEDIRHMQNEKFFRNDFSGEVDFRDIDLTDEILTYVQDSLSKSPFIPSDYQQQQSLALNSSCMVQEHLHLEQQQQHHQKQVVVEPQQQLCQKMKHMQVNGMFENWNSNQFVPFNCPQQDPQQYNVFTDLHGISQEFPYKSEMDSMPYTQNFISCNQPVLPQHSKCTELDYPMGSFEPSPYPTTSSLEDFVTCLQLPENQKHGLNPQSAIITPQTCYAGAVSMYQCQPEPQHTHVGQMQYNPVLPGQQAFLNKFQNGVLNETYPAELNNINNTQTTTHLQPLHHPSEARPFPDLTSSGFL
procasp3 activ: activators of human procaspase-3 D3A mutant, primary screen, biochemical, absorbance, PC-3 D3A mutant, single concentration; Caspase-3 (Homo sapiens), P42574; recombinant procaspase-3 D3A, Ac-DEVD-pNA absorbance 405 nm; activation, % at 8.5 µM; hit rate 0.11% among 330,000; AID 463141, 2010;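 active means activation above the mean of all tested compounds plus 3 SD, cut at about 21% in these data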;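 further: 0% = DMSO alone and 100% = DMSO wells spiked with extra 5 µM PC-3 D3A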
Target sequence (P42574 whole entry D9A/D28A/D175A): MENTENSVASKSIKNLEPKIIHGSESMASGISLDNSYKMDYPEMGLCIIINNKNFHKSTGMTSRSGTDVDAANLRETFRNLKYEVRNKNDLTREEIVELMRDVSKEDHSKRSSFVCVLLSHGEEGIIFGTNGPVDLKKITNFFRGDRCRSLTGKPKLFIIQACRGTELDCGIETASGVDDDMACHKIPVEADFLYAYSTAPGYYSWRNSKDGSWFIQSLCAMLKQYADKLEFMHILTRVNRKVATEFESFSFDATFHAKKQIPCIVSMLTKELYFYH
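Assay system: Procaspase-3 D3A mutant, all three cleavage aspartates alanine. Buffer or medium: Zinc-free HEPES saline buffer with Triton X-100. Times: 1 h compound preincubation, 2 h substrate hydrolysis at 25 °C. Measured by: 405 nm absorbance of p-nitroaniline, reads at 0 and 120 min. Read-out basis: percent activation relative to control range. Replicates: singlicate.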
core dimer inh: inhibitors of HCV core protein dimerization, primary screen, biochemical, TR-FRET, high-throughput; AID 1899, 2009; hit rate 0.33% among 300,000; inhibition, % at 5 µM; TR-FRET GST/Flag-core106 dimerization, 1536-well;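 active means inhibition above the mean of all tested compounds plus 3 SD, set per screening campaign, cut at about 45% in these data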
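Assay system: Tagged HCV core106 pair (GST and Flag) | Buffer or medium: KF-containing HEPES buffer, pH 7.45, DTT, CHAPS, BSA | Also added: Eu donor and XL665 acceptor anti-tag antibodies | Dosing: One concentration, 5 µM, in 0.5% DMSO | Timing: 4 h at 22.5 °C | Technique: TR-FRET 671 and 617 nm emission | Repeats: Singlicate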
PP1 counter: PP1-alpha phosphatase inhibitors, primary screen, counter-screen for PP5 inhibitor project, biochemical, fluorescence, OMFP substrate, single point; purified PP1alpha; inhibition, % at 6.7 µM; hit rate 0.9% among 320,000;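 active means inhibition above the mean inhibition of all tested compounds plus 3 SD, computed separately for each screening campaign, cut at about 15% in these data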
procasp7 counter: procaspase-7 activators, primary screen, counter-screen for procaspase-3 activator project, biochemical, absorbance, HTS, human; hit rate 0.093% among 330,000; Caspase-7 (Homo sapiens), P55210; AID 463210, 2010; activation, % at 8.5 µM; recombinant procaspase-7, Ac-DEVD-pNA absorbance 405 nm; D23A/D198A/D206A triple mutant, cannot self-cleave; scale: DMSO 0, 5 µM enzyme 100;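 active means percent activation above the screen-wide mean plus 3 SD, cut at about 25% in these data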
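Assay system: Uncleavable procaspase-7 mutant enzyme; Input: 2 µM procaspase-7 mutant as dispensed; Also added: DEVD-pNA substrate; Medium: Zinc-free HEPES pH 7.4 with 300 mM NaCl, 0.01% Triton X-100; Timing: 1 h compound preincubation, 2 h substrate cleavage, 25 °C; Measured by: Epi-absorbance of released pNA at 405 nm, two timepoints.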
PAFAH2 inh: PAFAH2 enzyme inhibitors, primary screen, biochemical, fluorescence polarization, human; Platelet-activating factor acetylhydrolase 2, cytoplasmic (Homo sapiens), Q99487; recombinant PAFAH2, FP-rhodamine activity probe; inhibition, % at 3.39 µM; hit rate 0.99% among 340,000; AID 492956, 2010;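 active means inhibition above the mean over all tested compounds plus 3 SD, cut at about 30% in these data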;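 further: inhibitors block probe labeling of enzyme so polarization drops; 0% = enzyme with DMSO and 100% = wells lacking PAFAH2 protein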
CTSL1 counter: Fasciola hepatica cathepsin L1 inhibitors, primary screen, counter-screen for PFM18AAP inhibitor project, biochemical, QFRET, fluorogenic peptide substrate. recombinant F. hepatica cathepsin L1, Z-Leu-Arg-MCA fluorescence. inhibition, % at 5.96 µM. hit rate 0.49% among 300,000;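 active means inhibition above the mean of all tested compounds plus 3 SD, set per screening campaign, cut at about 17% in these data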;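 further: 0% = plate median of test compound wells and 100% = 1 µM Z-Phe-Ala-diazomethylketone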
TPT1 inh: Candida albicans TPT1 enzyme inhibitors, primary screen, biochemical, fluorescence polarization | hit rate 0.81% among 300,000 | recombinant caTPT1, FP RNA substrate dephosphorylation | inhibition, % at 5 µM;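 active means inhibition above the mean of all tested compounds plus 3 SD, set per screening campaign, cut at about 24% in these data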;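 further: plate controls were DMSO alone for no effect and ferristatin control at 100 nM for full effect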
PP5 inh: PP5 phosphatase inhibitors, primary screen, biochemical, fluorescence | hit rate 0.18% among 320,000 | Serine/threonine-protein phosphatase 5 (Homo sapiens), P53041 | purified PP5c, OMFP substrate fluorescence | inhibition, % at 6.7 µM;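 active means inhibition above the campaign's mean inhibition across all tested compounds plus 3 SD, cut at about 9.5% in these data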;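 further: 0% = DMSO only and 100% = 100 µM cantharidin control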
* marks the source's active call; other numbers are inactive results; . = no result given.

SMILES	AHR activator	procasp3 activ	core dimer inh	PP1 counter	procasp7 counter	PAFAH2 inh	CTSL1 counter	TPT1 inh	PP5 inh
NC(=O)c1ccc(-n2nnnc2SCC(=O)c2ccc(O)c(O)c2)cc1	1	2	0	1	10	14	-3	2	3.8
CCCCN=C1CC(C)(C)CC(=O)/C1=C(/O)CCCN1C(=O)c2ccccc2C1=O	-1	-8	0	-5	10	1	-1	0	-0.8
Cc1ccc(S(=O)(=O)CCC(=O)OCc2ccccc2F)cc1	-1	2	4	0	14	1	-54	0	2.6
O=C(C1CCC1)N1CCN(S(=O)(=O)c2ccc([N+](=O)[O-])cc2)CC1	2	-3	.	-2	3	-4	.	.	0.6
Cc1ccc(S(=O)(=O)NCc2n[nH]c(=S)n2C)cc1	6	-3	-1	0	14	8	-2	2	2.2
O=C(NN1C(=O)C2C3CCC(O3)C2C1=O)c1ccco1 (stereo not given)	1	2	-13	1	-5	0	-2	0	2.7
Cc1oc(-c2ccccc2Cl)nc1CS(=O)CC(=O)N1CCN(c2ccccc2)CC1 (stereo not given)	-1	5	16	-1	-12	2	-1	-2	1.4
CCCCn1c(N)c(N(CC)C(=O)c2ccncc2)c(=O)[nH]c1=O	-2	4	.	2	-7	2	.	.	2.7
O=C(Nc1ccccc1)OCCOc1cccc(Br)c1	-5	-3	6	4	-2	-4	-2	-1	2.7
COc1cc2c(C(=O)NCc3ccc4c(c3)OCO4)cn(CC(C)C)c(=O)c2cc1OC	2	4	-3	4	5	-11	0	0	0.2
Cc1sc(NC(=O)Cn2c(=O)oc3ccccc32)nc1-c1ccc(Cl)cc1	12	-1	9	3	6	3	-2	1	2.0
Cc1[nH]c2ccc(C(=O)OC(C)C(=O)NC3(C#N)CCCCC3)cc2c1C (stereo not given)	25	-6	2	-2	6	13	1	-2	1.7
O=c1c(/C=N/OCc2ccc(Cl)cc2Cl)c[nH]n1-c1cccc(Cl)n1	-1	0	3	-3	1	9	-5	11	-1.1
CC(CN(C)C)CN1c2ccccc2CCc2ccccc21 (stereo not given)	0	9	-11	2	-2	-2	-3	-3	-0.3
CC(C)CSC1=NSC2=NC(=O)/C(=C\c3cccs3)C(=N)N12	32	0	-2	0	-6	-8	8	2	1.8
COc1ccc(NC(=O)c2cccc(N3C(=O)C4C5C=CC(C6CC56)C4C3=O)c2)cc1 (stereo not given)	2	0	5	-4	3	2	1	2	2.5
O=C(Nc1ccc(Cl)cc1)NN1CC(=O)N(c2cccc(C(F)(F)F)c2)CC1=O	3	3	2	-3	8	3	1	-4	0.3
COc1cc(C(=O)Nc2cc(Cl)ccc2-n2cncn2)ccc1OC(F)F	33	-4	-7	-6	4	0	2	-6	-0.2
O=C(c1cccc([N+](=O)[O-])c1)c1ccc2c(c1)C(=O)N(c1c[nH]c(=O)[nH]c1=O)C2=O	2	6	5	-1	-6	.	4	-1	-0.7
O=C(c1cccs1)N1CCC(C(=O)N2CCN(Cc3ccc4c(c3)OCO4)CC2)CC1	0	2	-1	0	15	7	0	-1	2.6
CC1CCCCC1Nc1ncnc2sccc12 (stereo not given)	0	9	8	2	-4	10	0	3	1.8
CCOC(=O)c1ccc(NC(=O)CN2C(=O)CSCC2=O)cc1	1	-2	-2	3	4	13	3	-1	1.6
COc1cc(SC)ccc1C(=O)N1CCN(c2ccccc2)CC1	5	1	2	-3	0	.	17	-2	-2.6
COc1ccc(C2=NS(=O)(=O)N(C)C(C(=O)N3CCc4ccccc4C3)=C2)cc1OC	17	4	9	1	3	2	1	-4	2.3
O=C(CCNC(=O)c1ccccc1Cl)Nc1ccc(S(=O)(=O)Nc2nccs2)cc1	2	0	.	.	-13	-3	.	.	.
COc1cc(/C=C/C(=O)OCC(=O)NC(=O)NCc2ccco2)ccc1OC(F)F	1	-6	.	.	6	3	.	.	.
c1ccc(-c2ncc(-c3ccn[nH]3)s2)cc1	-3	-1	7	16*	-7	2	1	1	0.3
O=C(CN1CCN(S(=O)(=O)c2ccc(Br)cc2)CC1)Nc1ccc(F)cc1F	-1	1	3	-1	1	-2	1	2	4.0
Cc1ccc(S(=O)(=O)c2c(C)nn(C(C)(C)C)c2OC(=O)C(C)(C)C)cc1	0	-2	1	-1	-2	4	-1	1	5.5
CCC(C)c1ccccc1OCC(=O)NN1C(=O)c2ccccc2C1=O (stereo not given)	3	13	6	-1	-2	-8	-2	1	5.7

The final two compounds of the section above open the next one:
SMILES	AHR activator	procasp3 activ	core dimer inh	PP1 counter	procasp7 counter	PAFAH2 inh	CTSL1 counter	TPT1 inh	PP5 inh
Cc1ccc(S(=O)(=O)c2c(C)nn(C(C)(C)C)c2OC(=O)C(C)(C)C)cc1	0	-2	1	-1	-2	4	-1	1	5.5
CCC(C)c1ccccc1OCC(=O)NN1C(=O)c2ccccc2C1=O (stereo not given)	3	13	6	-1	-2	-8	-2	1	5.7
COc1cc(C)ccc1OCCOc1cc(C)ccc1Cl	25	-6	4	1	13	0	-2	0	3.5
Cc1ccc(C(=O)NNC(=O)C(C)Oc2ccccc2F)cc1S(=O)(=O)N1CCOCC1 (stereo not given)	1	5	-2	-4	-1	-1	-3	2	0.2
Cc1cc(C)cc(NC(=O)/C(C#N)=C/c2cn(CC(=O)NCc3ccco3)c3ccccc23)c1	4	-2	31	4	-5	-38	1	2	-0.4
CC(=O)C1=C(O)C(=O)N(c2cc(C(C)(C)C)on2)C1c1ccc(Br)cc1 (stereo not given)	2	2	5	20*	-6	34*	5	-3	0.9
COc1ccc(-n2c(SCc3cn4c(C)cccc4n3)nc3ccccc3c2=O)cc1OC	3	5	16	-3	1	-1	-7	1	2.0
CCCCc1cc(C)c(S(=O)(=O)c2ccccc2C)c(=O)[nH]1	0	1	5	-2	1	1	-3	3	2.3
CN1CCN(S(=O)(=O)c2cc([N+](=O)[O-])ccc2Cl)CC1	-1	-10	0	-3	3	1	-1	1	0.5
O=C1CCN(S(=O)(=O)c2ccc(Cl)cc2)CC1	7	-8	-19	-7	5	6	6	0	-5.7
Cc1ccc(OCC(=O)NC2CCCCCC2)cc1C	5	-11	-6	-4	6	-4	1	-2	1.0
Cc1nc2ncnn2c(C)c1Cc1ccc(Cl)cc1	-1	2	0	-2	-1	0	2	3	-0.9

As entered above:
procasp3 activ with Cc1nc2ncnn2c(C)c1Cc1ccc(Cl)cc1 → 2
TPT1 inh with Cc1ccc(OCC(=O)NC2CCCCCC2)cc1C → -2
AHR activator with COc1ccc(-n2c(SCc3cn4c(C)cccc4n3)nc3ccccc3c2=O)cc1OC → 3
AHR activator with O=C1CCN(S(=O)(=O)c2ccc(Cl)cc2)CC1 → 7

Continued:
SMILES	AHR activator	procasp3 activ	core dimer inh	PP1 counter	procasp7 counter	PAFAH2 inh	CTSL1 counter	TPT1 inh	PP5 inh
COc1ccc(Nc2c(-c3ccco3)nc3cccc(C)n23)cc1	3	1	-9	0	-7	2	-6	-3	-0.2
CC12CCC(=O)N1C(C(=O)NCCN1C(=O)S/C(=C\c3ccc(F)cc3)C1=O)CS2 (stereo not given)	-1	-10	4	-3	-3	-2	0	-2	-1.4
Cc1ccccc1OCCC(=O)NNC(=O)COc1cccc(F)c1	-1	-3	.	.	4	7	.	.	.
COc1ccc(C(=O)NNc2ccccc2)cc1OC	4	0	-1	-1	-4	10	1	4	0.8
COc1ccccc1CCC(=O)N1CCC(n2nccc2NC(=O)C2CCOC2)CC1 (stereo not given)	6	-8	0	-3	9	-3	-2	4	0.4
COc1ccc2c(c1OC)CN1CCc3cc4c(cc3[C@@H]1[C@@H]2O)OCO4	4	1	1	-2	4	4	3	-6	-1.0
CC(C)C(=O)Nc1ccc(NC(=O)c2cc3ccccc3o2)cc1	-3	10	-8	3	1	-3	-5	-4	0.0
C/C=C/c1ccc(OCCOc2cccc3cccnc23)c(OC)c1	8	6	5	1	3	6	0	2	3.3
O=S(=O)(NCc1ccc(C(F)(F)F)cc1)c1ccc(-n2cnnn2)cc1	0	4	0	-2	-2	0	-3	2	1.3
COc1ccc(C#Cc2c(-c3ccccc3)n(C)c3ccccc23)cc1	36	-15	.	.	-12	-6	.	.	.
CCCC(=O)Nc1nnc(C2CCCO2)s1 (stereo not given)	5	-2	-6	-5	0	2	2	-1	-1.4
Cc1nnc(SC(C)C)n(N)c1=O	-2	3	0	-2	4	-5	1	-1	1.9
COc1cc(OC)cc(-c2sc3ccc(OC)cc3c2C#CCCO)c1	30	-3	.	-4	0	-6	.	.	-2.8
NC(CC(=O)OC1CCCCC1)C(=O)OC1CCCCC1 (stereo not given)	0	2	-3	-2	-12	5	4	-2	-0.6
CC(C)[C@H](NC(=O)[C@@H]1CSC2c3ccccc3C(=O)N21)C(=O)NCc1ccco1 (stereo not given in full)	-2	4	0	3	-4	1	10	-2	-1.1
O=C(NN=C1C2CC3CC(C2)CC1C3)c1cc(Cl)ccc1O	35	-5	-2	0	1	8	-2	-1	2.4
COc1cc(C=O)c(Br)cc1OCC(=O)NCc1ccccc1	-4	7	12	0	5	3	3	0	2.6
CC1(OC(=O)CCc2ccccc2)C(=O)C=C2C=C(c3ccc(C#N)cc3)N(C3CC3)C=C2C1=O (stereo not given)	0	-5	6	9	-16	2	6	-3	-4.7
Cc1ccc(C2CC(c3cccs3)=NN2C(=O)CSC2=NN3CCCC(=O)N=C3S2)cc1 (stereo not given)	2	-3	13	0	6	-9	4	-4	0.6
CCCCOc1ccc(C(O)C(CN2CCOCC2)c2ccccc2)cc1 (stereo not given)	1	1	2	-4	2	-2	2	-1	-2.1
O=C(CCCc1ccccc1)Nc1nncs1	0	1	-1	0	3	-4	-1	1	1.1
COc1ccc(C(CC(=O)N2CCCC2)c2c(OC)cc(OC)c3c(-c4ccccc4)cc(=O)oc23)cc1 (stereo not given)	8	5	7	4	10	7	-2	2	4.0
O=C(COC(=O)c1ccccc1SCC(=O)NC1CCCCC1)NC1CCCCC1	-2	2	3	1	1	60*	5	-3	-1.4
CCN=C1S/C(=C\c2ccc(OC)c(OCC)c2)C(=O)N1CC	12	6	-12	-2	-4	.	3	3	-1.4
CC1CCCN(CCCNC(=O)c2cc3c(Cl)nc4ccccc4c3s2)C1 (stereo not given)	-2	-9	1	-4	1	3	0	0	3.2
COc1ccc(/C=C/C(=O)OCC(=O)N2CCCC2)c(OC)c1	0	6	.	-2	0	16	.	.	0.9
